Assay outcomes from PubChem BioAssay.
GFP derepression = qHTS Assay for Epigenetic Modulators. mouse C127i GFP locus derepression, cytometry, 30 h. Potency, µM (highest dose often 46.1 µM), for inactives: at the top dose GFP derepression (activation). 68,000 compounds, 0.09% hits. AID 597, 2007; active = well fitted curve in the direction sought with a large enough effect; inconclusive = small, poorly fitted or top-dose-only effect; also: % of control where 0% means no effect
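Derepression screen: silenced CMV-GFP reporter in murine C127i cells, 30 h compound incubation at 37 C, washed cells imaged by laser-scanning cytometer to enumerate GFP-expressing objects of 20 to 120 um.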
A350 fluor = qHTS Assay for Spectroscopic Profiling in A350 Spectral Region; 59,000 compounds, 11% hits; max dye-equivalent concentration, M; AID 590, 2007; Compound autofluorescence, 340/450 nm, Alexa 350 dye-equivalents; active compounds read high
4MU fluor = qHTS Assay for Spectroscopic Profiling in 4-MU Spectral Region. compound autofluorescence, 340/450 nm, 4-MU equivalents; active compounds read high. max dye-equivalent concentration, M. 59,000 compounds, 11% hits. AID 589, 2007
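Compounds in 100 mM Tris, pH 8.0, incubated 15 min at room temperature, then fluorescence read at 340 nm excitation/450 nm emission. Signal converted to 4-MU dye-equivalent concentration using an on-plate six-point 4-MU standard curve.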
Fluorescein fluor = qHTS Assay for Spectroscopic Profiling in Fluorescein Spectral Region. Compound autofluorescence, 480/540 nm, fluorescein-equivalent; active compounds read high. max fluorescein-equivalent concentration, M. 59,000 compounds, 0.91% hits; in the data active = max fluorescein-equivalent concentration above about 10 nM; inconclusive = between about 1.1 nM and that limit
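Normalized response (dye-equivalent concentration) derives from comparing each well's 540 nm emission, under 480 nm excitation, with plate-resident fluorescein standards. Compounds were held in 100 mM Tris, pH 8.0, for 15 min at room temperature.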
Numbers without * were called inactive; i = inactive; ? = inconclusive; [ ] = dose if it differs, or a comment. Rule as the data show it, unless noted: active = max dye-equivalent concentration above about 10 nM; inconclusive = mostly about 1.1 nM to 9.6 nM; inactive = weaker than that. The list is partial. The share of hits here may be higher or lower than overall.

SMILES	GFP derepression	A350 fluor	4MU fluor	Fluorescein fluor
CCN(CC)c1nc(N2CCOCC2)c(C#N)c2c1CN(C)CC2	-3%[20.6 µM]	?	?	i
CCOc1ccc(C2=Nn3c(nnc3-c3ccccc3OC)SC2)cc1	8%[20.6 µM]	i	i	?
O=C(C1=C(O)C(=O)N(CCN2CCOCC2)C1c1cccnc1)c1cc2ccccc2o1 (stereo not drawn)	0%[20.6 µM]	i	i	i
COc1ccc(CN(C#N)c2nc(SC)nc(N(C)C)n2)cc1	0%[20.6 µM]	i	i	?
COCCNc1oc(-c2ccc(C)cc2)nc1C#N	-4%[20.6 µM]	?	?	i
CCC(=NC(CC)CO)C1=C(O)CC(C)(C)CC1=O (stereo not drawn)	0%[20.6 µM]	?	?	i
CC(C)NCc1c(O)c(Br)cc2oc3c(c12)CCCC3	-10%[20.6 µM]	i	i	i
Cc1ccc(-c2nn(C)c(=O)c3ccccc23)cc1CN1CCOCC1	6%[20.6 µM]	?	i	?
CCCC1Cc2c(sc3nc(SC)nc(N)c23)CO1 (stereo not drawn)	10%[20.6 µM]	i	i	i
N=c1c(C(=O)NCc2ccccc2)cc2c(=O)n3ccccc3nc2n1Cc1ccco1	?	2.3e-07M*	2e-07M*	?
ONC(=Nc1ccccc1)C(=Nc1ccccc1)NO	2%[20.6 µM]	?	i	i
CN1CCN(Cc2c(O)c(Cl)cc3c(-c4ccccc4)cc(=O)oc23)CC1	-4%[20.6 µM]	7.8e-08M*	6.9e-08M*	i
CCc1cccc(C)c1N(C(=O)Cn1c(=O)[nH]c2ccccc21)C(C)COC (stereo not drawn)	29%[20.6 µM]	i	i	i
CC(C)Oc1ccc2c(=O)c(-c3ccccc3)coc2c1	8%[20.6 µM]	i	i	?
C(=N\n1cnnc1)/c1ccccn1	3%[20.6 µM]	i	i	i
Cc1cc(C)c2c(N)c(C(=O)c3ccccc3)oc2n1	-4%[20.6 µM]	?	i	i
CCc1cc2c(=O)c(-c3cscn3)coc2c(CN(C)C)c1O	0%[20.6 µM]	3.1e-07M*	2.7e-07M*	i
CCc1nc2c(sc3nc(N4CCOCC4)c4c(c32)CC(C)(C)OC4)c(=O)o1	10%[20.6 µM]	?	i	i
COc1cccc(C2C(C#N)=C(N)Oc3cc(C)[nH]c(=O)c32)c1OC (stereo not drawn)	9%[20.6 µM]	?	?	?
CCCCCCCC(=O)OCC(=O)[C@@]1(O)CC[C@H]2[C@@H]3CCC4=CC(=O)CC[C@]4(C)[C@H]3[C@@H](O)C[C@@]21C	4%[20.6 µM]	i	i	i
C[C@]12CC[C@@H]3c4ccc(O[C@@H]5O[C@H](C(=O)O)[C@@H](O)[C@H](O)[C@H]5O)cc4CC[C@H]3[C@@H]1C[C@@H](O)[C@@H]2O	18%[20.6 µM]	i	i	?
CC(C)CC(C(=O)O)C(C)CC(=O)Nc1ccn(-c2ccccc2)n1 (stereo not drawn)	4%[20.6 µM]	i	i	i
CCOC(=O)C(O)(C1C(=O)CC(C)(C)CC1=O)C(F)(F)F (stereo not drawn)	-5%[20.6 µM]	i	i	i
CN(C)CC(O)COc1ccc(-c2ccc(C#N)cc2)cc1 (stereo not drawn)	18%[20.6 µM]	?	?	?
COc1ccc(C2C(C#N)=C(C)NC3=C2C(=O)c2ccccc23)cc1 (stereo not drawn)	-2%[20.6 µM]	?	?	?
Cn1c(=O)c2c(nc(NCc3ccc4c(c3)OCO4)n2Cc2ccccc2Cl)n(C)c1=O	2%[20.6 µM]	i	i	i
Cc1cccc(N(CC(O)CN(C)C)S(=O)(=O)c2ccccc2)c1 (stereo not drawn)	2%[20.6 µM]	i	i	i
COC(=O)CCC(=O)CN	-6%[20.6 µM]	i	i	?
Cc1c(C)n(C(=O)CSc2nccn2C)c2ccccc12	0%[20.6 µM]	i	i	i
COc1cccc(OC)c1-c1nn2c(-c3ccco3)nnc2s1	9%[20.6 µM]	i	i	i
Cc1nn(-c2ccccc2)c2c1C(=O)NC(=O)C(C)(C)C2	8%[20.6 µM]	i	i	i
COc1ccccc1N(O)C1CC(=O)N(c2ccc(Br)cc2)C1=O (stereo not drawn)	-1%[20.6 µM]	i	i	i
Cc1cc(N2CCN(C3CCCC3)CC2)n2c(nc3ccccc32)c1C#N	5%[20.6 µM]	1.1e-07M*	1.1e-07M*	i
CCCc1nnc(NC(=O)c2c(O)c3c([nH]c2=O)CCCC3)s1	15%[20.6 µM]	i	i	?
CCOC(=O)c1[nH]c2ccccc2c1NC(=O)CN(C)C	0%[20.6 µM]	i	i	i
Clc1ccc(-n2ncc3c(NCc4ccco4)ncnc32)cc1	10%[20.6 µM]	i	i	?
CCOC(=O)C(NC=O)(NC(C)(C)C)C(=O)OCC	0%[20.6 µM]	i	i	i
CCc1ccc(NC(=O)CSC2=C(C#N)C(c3ccc4c(c3)OCO4)CC(=O)N2)cc1 (stereo not drawn)	0%[20.6 µM]	i	i	i
COc1cc(-c2nn3c(-c4cccnc4)nnc3s2)cc(OC)c1OC	4%[20.6 µM]	?	?	i
COc1ccc(/C(O)=C2/C(=O)C(=O)N(CCCN(C)C)C2c2ccc(C)o2)cc1Cl (stereo not drawn)	-7%[20.6 µM]	i	i	?
CC(NC(=O)Nc1nccs1)(C(F)(F)F)C(F)(F)F	26%[20.6 µM]	i	i	i
O=c1/c(=C/c2ccccn2)sc2n1CN(c1ccccc1)CN=2	-3%[20.6 µM]	i	i	i
COc1ccc(Oc2nc3c(c(=O)n(C)c(=O)n3C)n2Cc2cccc(OC)c2)cc1	6%[20.6 µM]	i	i	?
CCOC(=O)c1nc(N)c(C(=O)OCC)[nH]1	5%[20.6 µM]	8.7e-08M*	7.4e-08M*	i
OCCNC1=NCCN1	0%[20.6 µM]	?	i	i
O=C1CC(N(O)C2CC(=O)N(Cc3ccccc3)C2=O)C(=O)N1Cc1ccccc1 (stereo not drawn)	0%[20.6 µM]	i	i	i
CCN(CC)C(=O)C1CCN(c2ncnc3c2cnn3-c2ccc(C)cc2C)CC1	4%[20.6 µM]	i	i	?
CCOC(=O)CSC1=C(C#N)C(=O)NC(c2ccc(OC)c(OC)c2)S1 (stereo not drawn)	2%[20.6 µM]	i	i	?
CC1(C)CNC(=O)c2sc(N3CCOCC3)nc2C1	0%[20.6 µM]	i	i	i
CC1(C)CC(=O)C2=C(C1)OC(N)=C(C#N)C2C1C=CCCC1 (stereo not drawn)	-2%[20.6 µM]	?	i	i
N/C(CCN1CCOCC1)=N/O	18%[20.6 µM]	i	i	i
CC(NC(=O)Nc1ncccn1)(C(F)(F)F)C(F)(F)F	3%[20.6 µM]	i	i	i
Cc1ccc(-n2ncc3c(N4CCC(C(N)=O)CC4)ncnc32)c(C)c1	6%[20.6 µM]	i	i	?
Cc1cc(C)c2nc(SCCC#N)nc(C)c2c1	0%[20.6 µM]	?	i	i
O=C1C2ON(c3ccccc3)C(c3cccnc3)C2C(=O)N1c1ccc(Cl)c(Cl)c1 (stereo not drawn)	8%[20.6 µM]	?	i	i
CC(=O)OCc1c(COC(C)=O)[n+](=O)c2ccccc2n1[O-]	3%[20.6 µM]	?	i	i
CCOc1cccc(-c2nnc3sc(-c4ccco4)nn23)c1	0%[20.6 µM]	i	i	?
CCCc1cc(C(=O)Cc2ccc(F)cc2)c(O)cc1O	2%[20.6 µM]	?	?	i
c1coc(-c2nc3nc4ccccc4nc3n2-c2ccc3c(c2)OCCO3)c1	17%[20.6 µM]	?	?	?
C=CCOC(=O)C1=C(C)OC(N)=C(C#N)C1c1ccoc1 (stereo not drawn)	6%[20.6 µM]	?	?	?

5 neighbouring compounds out of the list so far:
SMILES	GFP derepression	A350 fluor	4MU fluor	Fluorescein fluor
CC(=O)OCc1c(COC(C)=O)[n+](=O)c2ccccc2n1[O-]	3%[20.6 µM]	?	i	i
CCOc1cccc(-c2nnc3sc(-c4ccco4)nn23)c1	0%[20.6 µM]	i	i	?
CCCc1cc(C(=O)Cc2ccc(F)cc2)c(O)cc1O	2%[20.6 µM]	?	?	i
c1coc(-c2nc3nc4ccccc4nc3n2-c2ccc3c(c2)OCCO3)c1	17%[20.6 µM]	?	?	?
C=CCOC(=O)C1=C(C)OC(N)=C(C#N)C1c1ccoc1 (stereo not drawn)	6%[20.6 µM]	?	?	?

Remaining list, next part.
SMILES	GFP derepression	A350 fluor	4MU fluor	Fluorescein fluor
Cc1nc(-c2c(-c3ccc(O)cc3O)noc2C(F)(F)F)cs1	-3%[20.6 µM]	?	i	i
Cc1ncc([N+](=O)[O-])n1CC(O)CCl (stereo not drawn)	-4%[20.6 µM]	?	i	i
Cn1ccnc1C(O)c1ccc(OCc2ccccc2)cc1 (stereo not drawn)	2%[20.6 µM]	i	i	i
Cc1cc(=O)oc2c(CN3CCN(C)CC3)c(O)c(Cl)cc12	-6%[20.6 µM]	1.4e-05M*	1.2e-05M*	?
CCN(CC)c1ncc(C)c(=O)[nH]1	-3%[20.6 µM]	i	i	i
COc1ccc(Nc2cc(C)nc(-n3nc(C)cc3C)n2)cc1	2%[20.6 µM]	i	i	?
CN(C)S(=O)(=O)Nc1ccc(NS(=O)(=O)N(C)C)c(S(=O)(=O)c2ccccc2)c1	5%[20.6 µM]	i	i	i
NS(=O)(=O)c1ccc(-c2ccc(C=NC3CCS(=O)(=O)C3)o2)cc1 (stereo not drawn)	0%[20.6 µM]	2.7e-08M*	2.1e-08M*	i
CSc1sc(C(=O)O)c2c1C(=O)CCC2	5%[20.6 µM]	i	i	i
O=C1C2ON(c3ccccc3)C(c3ccncc3)C2C(=O)N1c1ccccc1 (stereo not drawn)	4%[20.6 µM]	i	i	i
O=c1c(-c2ccc(Cl)cc2)[n+]([O-])c2ccccc2n1O	3%[20.6 µM]	?	?	1.6e-08M*
CCOC(=O)c1c(NC(=O)CCN2CCOCC2)sc2c1CC(C)(C)OC2	0%[20.6 µM]	i	i	i
C[C@H](CCC(=O)O)[C@H]1CC[C@H]2[C@@H]3C(=O)C[C@@H]4CC(=O)CC[C@]4(C)[C@H]3CC(=O)[C@]12C	-4%[20.6 µM]	i	i	i
CCOc1ccc(CCNC(=O)C(O)c2ccccc2)cc1 (stereo not drawn)	0%[20.6 µM]	i	i	?
COc1cc(C2C(C#N)=C(N)Oc3cc(C)n(CCc4ccccc4)c(=O)c32)cc2c1OCO2 (stereo not drawn)	4%[20.6 µM]	4.1e-08M*	3.5e-08M*	?
OC(CNCCCN1CCCCC1)COc1ccccc1 (stereo not drawn)	-4%[20.6 µM]	?	?	i
S=c1[nH]nc(-c2ccccc2)n1Cc1ccccc1	4%[20.6 µM]	i	i	?
Cc1c(C(Nc2ccccn2)c2ccccc2)c(=O)n(-c2ccccc2)n1C (stereo not drawn)	8%[20.6 µM]	i	i	i
CCCC(C)n1[nH]c(=O)cc1N (stereo not drawn)	4%[20.6 µM]	i	i	i
Cc1nn(CC(=O)NCCN2CCOCC2)c(=O)c2ccccc12	0%[20.6 µM]	i	i	?
N#CC1(c2ccccc2)CCC(=NO)CC1 (stereo not drawn)	-3%[20.6 µM]	i	i	i
C=C(C)C1Cc2c(C)nn(-c3nc(C)cc(C)n3)c2C1 (stereo not drawn)	2%[20.6 µM]	i	i	i

Profiles, looked up by structure. Screens in order: GFP derepression | A350 fluor | 4MU fluor | Fluorescein fluor
CN(C)S(=O)(=O)Nc1ccc(NS(=O)(=O)N(C)C)c(S(=O)(=O)c2ccccc2)c1 in the list: 5%[20.6 µM] | i | i | i
Cc1ncc([N+](=O)[O-])n1CC(O)CCl (stereo not drawn) in the list: -4%[20.6 µM] | ? | i | i
CCOC(=O)c1c(NC(=O)CCN2CCOCC2)sc2c1CC(C)(C)OC2 in the list: 0%[20.6 µM] | i | i | i
S=c1[nH]nc(-c2ccccc2)n1Cc1ccccc1 in the list: 4%[20.6 µM] | i | i | ?
C=C(C)C1Cc2c(C)nn(-c3nc(C)cc(C)n3)c2C1 (stereo not drawn) in the list: 2%[20.6 µM] | i | i | i
